# A3A deaminase: APOBEC3A ssDNA deaminase inhibitors, primary screen, selectivity assay for APOBEC3G inhibitor project, biochemical, FAM/TAMRA oligo cleavage fluorescence. 330,000 tested, 0.41% active. DNA dC->dU-editing enzyme APOBEC-3A (Homo sapiens), P31941. recombinant A3A, FAM/TAMRA ssDNA deamination fluorescence. inhibition, % at 20 µM. AID 493011, 2011;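 active means at least 40% inhibition at 20 µM here, with at most 30% in a related deaminase screen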;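 further: plate controls were A3A with DMSO for no effect and wells lacking A3A enzyme for full effect; some results filed as inactive read as strong as hits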
# Target sequence (P31941 whole entry, looked up): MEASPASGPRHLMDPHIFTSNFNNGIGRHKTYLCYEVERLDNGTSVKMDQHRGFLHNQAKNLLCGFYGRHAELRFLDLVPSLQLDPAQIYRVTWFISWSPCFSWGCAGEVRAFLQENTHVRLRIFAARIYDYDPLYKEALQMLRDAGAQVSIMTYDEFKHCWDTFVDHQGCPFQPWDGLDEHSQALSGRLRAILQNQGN
# APOBEC3G inh: APOBEC3G DNA deaminase inhibitors, primary screen, biochemical, fluorescence, single-stranded DNA substrate, uHTS; DNA dC->dU-editing enzyme APOBEC-3G (Homo sapiens), Q9HC16; recombinant A3G, ssDNA deamination FAM/TAMRA fluorescence; inhibition, % at 20 µM; 330,000 tested, 0.28% active;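 active means inhibition of at least 40% at 20 µM, with no more than 30% in the related APOBEC3A deaminase screen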;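 further: plate controls were DMSO wells with A3G for no effect and wells lacking A3G enzyme for full effect; some compounds called inactive have numbers as strong as hits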
# Target sequence (Q9HC16 whole entry, looked up): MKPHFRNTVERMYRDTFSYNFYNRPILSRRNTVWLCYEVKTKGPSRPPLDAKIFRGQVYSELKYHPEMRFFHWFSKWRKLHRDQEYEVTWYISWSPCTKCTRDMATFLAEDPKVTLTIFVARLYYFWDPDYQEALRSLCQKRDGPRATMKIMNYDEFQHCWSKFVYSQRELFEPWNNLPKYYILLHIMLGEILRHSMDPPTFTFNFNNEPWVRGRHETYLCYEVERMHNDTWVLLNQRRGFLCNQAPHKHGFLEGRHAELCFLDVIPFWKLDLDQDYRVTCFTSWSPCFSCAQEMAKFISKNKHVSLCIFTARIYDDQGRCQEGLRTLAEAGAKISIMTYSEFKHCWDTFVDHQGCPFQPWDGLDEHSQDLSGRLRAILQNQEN
# mIAP block: inhibitors of mouse IAP, primary screen, biochemical, luminescence, uHTS; intestinal alkaline phosphatase [Mus musculus]; purified mouse IAP, CDP-Star luminescence, 30 min; inhibition, % at 10 µM; 330,000 tested, 0.2% active; AID 2806, 2010;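 active means inhibition of at least 40% at 10 µM in the primary screen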;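 further: plate controls were DMSO with enzyme for no effect and no enzyme wells for full effect; values of inactives mirror those of a sister screen read the other way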
# hIAP block: human IAP inhibitors, primary screen, biochemical, luminescence, uHTS. Intestinal-type alkaline phosphatase (Homo sapiens), P09923. 330,000 tested, 0.12% active. purified IAP, CDP-Star luminescence, 30 min. AID 2544, 2010. inhibition, % at 10 µM;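 active means inhibition reaching a set limit with compound at 10 µM in the primary screen, cut at about 35% in these data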;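 further: plate controls were DMSO wells with enzyme for no effect and no-enzyme buffer wells for full effect; values of inactives mirror those of a sister screen read the other way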
# MPTP inh: mitochondrial permeability transition pore inhibitors, primary screen, biochemical, isolated mouse mitochondria, absorbance; Ca2+ swelling absorbance, 30 min; inhibition, % at 10 µM; 360,000 tested, 1.4% active; AID 602449, 2012;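 active means inhibition of 50% or more, scaled per plate between neutral and stimulator controls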;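 further: 0% = DMSO wells given calcium and 100% = 1 mM EGTA wells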
# ATG4B inh: ATG4B protease inhibitors, primary screen, biochemical, fluorescence, uHTS. AID 504462, 2011. 340,000 tested, 0.51% active. ATG4B cleavage of LC3-PLA2, NBD-HPC fluorescence, 1 h. inhibition, % at 8.33 µM. Cysteine protease ATG4B (Homo sapiens), Q9Y4P1; in the data active means inhibition above about 40%
# Target sequence (Q9Y4P1 whole entry, looked up): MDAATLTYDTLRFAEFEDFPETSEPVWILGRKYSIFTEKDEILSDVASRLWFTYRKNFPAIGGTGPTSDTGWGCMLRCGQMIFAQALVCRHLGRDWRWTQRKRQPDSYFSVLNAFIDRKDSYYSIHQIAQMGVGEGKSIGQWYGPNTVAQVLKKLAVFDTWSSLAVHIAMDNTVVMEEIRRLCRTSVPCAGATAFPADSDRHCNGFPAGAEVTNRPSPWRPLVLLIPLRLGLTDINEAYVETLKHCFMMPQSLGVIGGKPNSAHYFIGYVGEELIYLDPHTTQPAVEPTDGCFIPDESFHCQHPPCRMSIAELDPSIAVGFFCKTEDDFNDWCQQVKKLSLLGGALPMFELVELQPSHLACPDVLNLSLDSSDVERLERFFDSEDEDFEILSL
# hIAP act: human IAP activators, primary screen, biochemical, luminescence, uHTS; Intestinal-type alkaline phosphatase (Homo sapiens), P09923; purified human IAP, CDP-Star luminescence, 30 min; hits give high values; 1 = vehicle-only enzyme, 0 = enzyme-free background; activation factor at 10 µM; 330,000 tested, 0.16% active; AID 2524, 2010;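 active means activation factor of the enzyme at least 2-fold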; further: the source names both 10 and 20 µM as test concentration; values of inactives mirror those of a sister screen read the other way
# beta cell repl: inducers of MIN6 beta-cell proliferation, primary screen, ATP luminescence, uHTS; MIN6 cells proliferation, ATPlite luminescence, 48 h; cells starved in 0.2% serum; 100% = growth in 10% serum; proliferation, % at 10 µM; 330,000 tested, 0.29% active;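 active means compounds whose signal lies at least 3.5 SD above the mean of all wells on their plate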;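 further: 0% = DMSO-treated cells in low-serum medium and 100% = 10% serum control; some compounds called inactive have numbers as strong as hits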
# mIAP activ: activators of mouse IAP, primary screen, biochemical, luminescence, uHTS. intestinal alkaline phosphatase [Mus musculus]. muIAP, CDP-Star luminescence, 30 min; hits give high values; 1 = vehicle-only enzyme signal, 0 = enzyme-free wells. activation factor at 10 µM. 330,000 tested, 0.24% active. AID 2805, 2010;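 active means activation factor of at least 2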; further: the source names both 10 and 20 µM as test concentration; values of inactives mirror those of a sister screen read the other way
#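 System: mouse IAP enzyme. Reagent: CDP-Star chemiluminescent phosphatase substrate. Benchmarks: DMSO wells, no-enzyme wells. Times: 30 min enzyme-substrate-compound incubation at room temperature. Detection: luminescence from enzymatic CDP-Star hydrolysis. Doses: test compounds delivered from DMSO solution.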
# Active calls of the source: *.
SMILES,A3A deaminase,APOBEC3G inh,mIAP block,hIAP block,MPTP inh,ATG4B inh,hIAP act,beta cell repl,mIAP activ
Cn1c(NNC(=O)c2ccccc2F)cc(=O)n(C)c1=O,-6.3,-6.7,-10.4,-14.9,1.5,-6.6,1.15,-2.1,1.1
Cc1ccc(Nc2n[nH]c(C)c2[N+](=O)[O-])cc1,-2.3,-2.7,1.0,12.6,1.4,34.5,0.874,-1.1,0.99
COCCN1C(=O)c2ccccc2C(C(=O)NCCN(C)C)C1c1ccc(F)cc1 (configuration not stated),-4.1,-2.7,9.1,15.3,0.1,-2.1,0.847,-0.5,0.909
CCOC(=O)c1[nH]ncc1CN1CCCC(C(=O)c2cc(Cl)ccc2OC)C1 (configuration not stated),1.9,6.3,3.4,-13.4,1.1,-10.6,1.13,-0.6,0.966
Cc1ccc(-n2[nH]c(C)c(C=Nc3ccc4[nH]c(=O)[nH]c4c3)c2=O)cc1C,-7.1,-10.2,20.6,3.1,-0.1,-14.1,0.969,-2.7,0.794
O=C(Nc1ccc(-c2nnc(-c3ccco3)o2)cc1)C(c1ccccc1)c1ccccc1,-1.6,-1.4,-3.7,-11.0,-0.9,-9.0,1.11,-4.4,1.04
CCN(CC)c1cc(Cl)nc(N)n1,-5.4,-20.0,-2.7,8.6,-0.8,-1.9,0.914,0.6,1.03
CCNC(=O)NC(=O)C(C)OC(=O)Cc1coc2cc3c(cc12)CCC3 (configuration not stated),-1.2,-9.2,-8.9,1.4,-0.7,-5.8,0.986,0.1,1.09
CC(C)Cn1c(SCC#N)nc2ccccc2c1=O,-3.8,-3.7,4.1,21.1,-1.4,18.1,0.789,2.1,0.959
CC(C)(C)N(NC(=O)OCc1ccccc1)C(=O)c1ccccc1Cl,-2.3,-1.5,7.2,4.9,0.9,6.8,0.951,0.0*,0.928
Cc1ccc(C2(c3noc(CN4CCOCC4)n3)CCCC2)cc1,-2.6,-6.5,-8.7,-18.0,0.7,-2.1,1.18,-3.1,1.09
Cc1cccc(C)c1NC(=O)C[n+]1cc(-c2ccccc2)n2c1CCC2,-4.9,-7.7,-7.2,-12.3,0.9,0.1,1.12,-2.0,1.07
O=C(NCCCCCCNC(=O)OCCO)OCCO,4.6,0.3,-4.6,0.4,2.0,-9.5,0.996,-3.1,1.05
CCOC(=O)c1c(NC(=O)COC(=O)c2ccccc2NC)sc(C(=O)N(C)C)c1C,-1.1,0.9,-14.6,-10.0,0.5,-4.1,1.1,-5.3,1.15
Cc1ccc(NC(=O)Cn2c(CCC(=O)O)ccc2-c2cccs2)cc1Cl,-4.6,-17.1,-2.7,3.5,-1.3,-1.0,0.965,1.4,1.03
CSC1=C(C#N)C(CC(C)C)C2=C(CCCC2=O)N1 (configuration not stated),-4.7,-7.0,0.4,10.5,0.2,-2.8,0.895,-1.4,0.996
CCOC(=O)C1=C(O)C(=O)N(c2ccc(S(N)(=O)=O)cc2)C1c1ccccc1 (configuration not stated),-3.5,-0.2,-0.7,-23.1,-0.2,0.5,1.23,-2.3,1.01
COc1ccccc1N1CCN(CC(=O)Nc2ccccc2C(=O)NC(C)c2ccccc2)CC1 (configuration not stated),-1.3,0.9,-3.7,11.2,-0.3,-5.7,0.888,0.5,1.04
Cc1ccc(SCC(=O)NC(C)c2ccccc2)cc1 (configuration not stated),-4.4,-4.1,-0.5,-8.7,0.1,-10.2,1.09,-3.5,1
CC(=O)Nc1ccc(NC(=S)NC(=O)c2ccc([N+](=O)[O-])cc2)cc1,6.5,-15.9,-5.4,0.7,-0.2,-9.5,0.993,0.0,1.05
CCO[C@H]1OC(C(=O)NC2CC2)=C[C@@H](c2c[nH]c3ccccc23)[C@@H]1CCCO,-4.5,-5.1,12.1,-0.9,-0.1,-2.7,1.01,-2.9,0.879
COC(=O)c1ccsc1NC(=O)CN1CCN(Cc2ccc3c(c2)OCO3)CC1,-2.0,-4.5,-2.0,-3.8,-1.8,10.3,1.04,-1.9,1.02
CC1CN(C(=O)CCN2C(=O)c3ccccc3C2=O)CC(C)O1 (configuration not stated),-0.7,-3.1,-1.7,17.9,-1.8,-3.7,0.821,1.0,1.02
CNC(=S)NNC(=O)c1sccc1OCc1ccccc1,-2.4,-5.4,7.7,-35.5,-0.8,-2.6,1.35,1.4,0.923
COc1ccc(CCNC(=O)CSc2ncnc3c2oc2ccccc23)cc1OC,-4.6,-8.1,6.5,-14.4,0.3,-2.0,1.14,1.0,0.935
O=S(=O)(c1cccc(-c2nnc3n2CCCCC3)c1)N1CCOCC1,-4.8,-3.4,-7.9,-2.4,-0.7,-7.9,1.02,-2.1,1.08
COc1ccccc1N1CCN(C(=O)CN(c2ccccc2OC)S(=O)(=O)c2ccccc2)CC1,5.0,-2.5,1.1,1.5,3.2,-10.3,0.985,-0.5,0.989
O=C(O)C1CC=CCC1C(=O)N1CCCC1 (configuration not stated),-2.0,0.7,-8.4,1.6,-2.8,-3.9,0.984,-4.9,1.08
O=C(CN1C(=O)/C(=C\c2cccc(Br)c2)Oc2ccccc21)NCC1CCCO1 (configuration not stated),-9.1,-5.8,3.8,-7.5,1.4,0.5,1.07,-3.3,0.962
CC(=O)NC(=C(Cl)Cl)S(=O)(=O)c1ccccc1,-1.8,-8.0,-2.4,17.2,-2.8,12.1,0.828,-2.9,1.02

# A draw from above in order of count of non-hydrogen atoms, ascending:
SMILES,A3A deaminase,APOBEC3G inh,mIAP block,hIAP block,MPTP inh,ATG4B inh,hIAP act,beta cell repl,mIAP activ
O=C(NCCCCCCNC(=O)OCCO)OCCO,4.6,0.3,-4.6,0.4,2.0,-9.5,0.996,-3.1,1.05
CC1CN(C(=O)CCN2C(=O)c3ccccc3C2=O)CC(C)O1 (configuration not stated),-0.7,-3.1,-1.7,17.9,-1.8,-3.7,0.821,1.0,1.02
CCOC(=O)c1[nH]ncc1CN1CCCC(C(=O)c2cc(Cl)ccc2OC)C1 (configuration not stated),1.9,6.3,3.4,-13.4,1.1,-10.6,1.13,-0.6,0.966

# The list continues:
SMILES,A3A deaminase,APOBEC3G inh,mIAP block,hIAP block,MPTP inh,ATG4B inh,hIAP act,beta cell repl,mIAP activ
O=C(COC(=O)c1ccccc1Br)NCc1cccs1,-2.3,-6.4,-17.5,-1.9,0.8,8.0,1.02,-0.9,1.18
CC(C)Cc1nnc(NC(=O)CCC(=O)N2CCN(c3ccc(Cl)cc3)CC2)s1,-3.1,-5.8,1.5,-42.4,0.1,-5.4,1.42,-3.1,0.985
Cc1c(OCC(=O)N2CCC[C@@H]2C(=O)O)ccc2c3c(c(=O)oc12)CCC3,0.5,-0.4,-10.3,14.3,-0.4,-3.5,0.857,2.8,1.1
O=C(NN=C1C2CC3CC1CC(Cl)(C3)C2)c1ccccn1,-1.9,-5.2,18.5,-32.1,1.8,-12.8,1.32,-0.1,0.815
Cc1nnsc1SCCNC(=O)Nc1ccc(Cl)cc1,-4.5,-8.5,-67.5,-8.5,88.1*,1.5,1.08,-2.9,1.67
CSc1ccc(/C=N/N2CCN(Cc3ccc(C)cc3C)CC2)cc1,-0.9,-1.3,5.2,2.4,1.7,-7.4,0.976,-5.7,0.948
CC(=O)Nc1ccc(SC[C@H](CC(C)C)N2CCN(CC(C)C)CCC2=O)cc1,2.3,3.7,-10.2,-21.9,0.2,-0.6,1.22,-4.3,1.1
CC(=O)c1ccccc1OCCCCN1CCCCC1,-3.6,-5.7,-6.5,-8.7,2.2,-2.8,1.09,-1.4,1.06
N#C/C(=C\c1ccc(F)cc1)c1n[nH]c(Cn2cncn2)n1,-2.2,-2.4,1.6,4.3,-0.8,3.3,0.957,4.2,0.984
Cc1ccc(S(=O)(=O)Nc2ccc(-n3c(C)nc4ccccc4c3=O)cc2)cc1,-0.1,-3.1,4.0,-2.7,1.2,-3.0,1.03,2.9,0.96
CC(C)C(=O)NC(C)C(c1cccs1)N1CCOCC1 (configuration not stated),0.6,-2.2,1.1,5.4,-2.6,-3.3,0.946,2.2,0.989
COC(=O)c1ccccc1NC(=O)/C=C/c1ccco1,6.7,-3.3,14.1,7.2,0.1,3.6,0.928,-2.0,0.859
CSCCC(NC(=O)c1cccc(S(=O)(=O)N2CCOCC2)c1)C(=O)Nc1cccc(C)c1 (configuration not stated),1.3,-0.8,1.6,0.3,0.2,5.1,0.997,0.0,0.984
CCC/C=N/NC(=O)CNC(=O)c1ccccc1Cl,-1.2,-4.6,9.8,-2.2,1.5,7.1,1.02,-2.5,0.902
NCCc1nnc(SCC(=O)Nc2cccc(Cl)c2)o1,-0.4,14.0,18.3,1.6,-0.1,5.9,0.984,-3.5,0.817
CCOc1cc(-c2nccc3cc(OC)c(OC)cc23)cc(OCC)c1OCC,1.3,0.5,5.3,3.2,-0.6,7.7,0.968,-2.2,0.947
CC(C)(C)NCC(O)COc1ccccc1C(C)(C)C (configuration not stated),0.2,-7.3,-2.0,-6.9,3.1,-6.0,1.07,-3.5,1.02
CCCCCn1c(CCCNC(=O)CC)nc2ccccc21,-0.5,-0.1,-1.8,9.1,-1.2,-22.0,0.909,4.8,1.02
Cc1ccccc1-c1nc(CN2CCC(C(=O)NCc3ccco3)CC2)c(C)o1,0.8,0.2,3.6,7.8,1.1,4.1,0.922,-1.1,0.964
COc1cc(Cl)c(C)cc1NC(=O)COC(=O)C1=NN(c2ccccc2)C(=O)CC1,-4.5,-6.5,5.4,10.8,2.9,-7.8,0.892,1.0,0.946
COc1cccc(-c2nc(CS(=O)(=O)CC(=O)NCCCN3CC(C)CC(C)C3)c(C)o2)c1 (configuration not stated),-2.4,-5.7,-3.4,13.1,-0.8,5.4,0.869,2.6,1.03
O=C(CN1C(=O)S/C(=C\c2ccccc2Cl)C1=O)NCCCn1ccnc1,-3.1,0.9,6.2,-15.7,-1.5,-0.5,1.16,-0.3,0.938
CCCn1c(S(=O)(=O)O)nc2ccccc21,-2.8,-7.7,-5.4,-7.8,2.5,-0.1,1.08,-0.8,1.05
O=C(Nc1ccc(F)c(Cl)c1)c1cccnc1,-4.3,-3.9,1.9,4.4,0.7,1.0,0.956,-1.2,0.981

# MPTP inh: entries above that show a hit.
Molecule | A3A deaminase | APOBEC3G inh | mIAP block | hIAP block | MPTP inh | ATG4B inh | hIAP act | mIAP activ
Cc1nnsc1SCCNC(=O)Nc1ccc(Cl)cc1 | -4.5 | -8.5 | -67.5 | -8.5 | 88.1* | 1.5 | 1.08 | 1.67
